Source: PubChem BioAssay (several laboratories)
CSN deneddyl inh = inhibitors of CSN-mediated cullin deneddylation, primary screen, biochemical, fluorescence polarization, uHTS; Purified CSN, SCF-Nedd8-OG deneddylation; inhibition, % at 12.5 µM; 360,000 tested, 0.38% active;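 active = pattern-corrected inhibition above about 35%, with an unprinted fluorescence ratio check between 0.5 and 1.5, limit read from the data, passing the limit was not always enough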;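 note: 0% = enzyme with substrate and 100% = substrate without enzyme; some results filed as inactive read as strong as hits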
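Assay system: Purified human Csn5 enzyme expressed in HEK293T cells | Amount: Enzyme 0.24 nM | Measured by: Fluorescence polarization readout | Medium: Tris/NaCl/DTT buffer, pH 7.5 | Compound dosing: One concentration, 12.5 µM, 0.25% DMSO | Times: 90 min incubation of compound, enzyme and substrate at room temperature | Control set: no-enzyme wells high, enzyme-with-substrate wells low | Read-out: % inhibition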
MLLE-PAM2 inh = inhibitors of PABP1 MLLE–PAM2 peptide binding, primary screen, biochemical, fluorescence polarization, FITC-PAM2, GST-MLLE | inhibition, % at 20 µM | 360,000 tested, 0.36% active; in the data active = inhibition above about 35%, passing the limit was not always enough;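 note: plate controls were DMSO wells with GST-MLLE for no effect and wells lacking GST-MLLE protein for full effect; some results filed as inactive read as strong as hits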
E coli Lon inh = inhibitors of E. coli Lon protease, primary screen, biochemical, fluorescence polarization; P0A9M0; purified E. coli Lon protease; inhibition, % at 7.94 µM; 360,000 tested, 0.42% active; AID 602123, 2011; in the data active = inhibition above about 13%, passing the limit was not always enough;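 note: 0% = enzyme with probe and DMSO and 100% = no enzyme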
MsrA inhibitor = bovine MsrA enzyme inhibitors, primary screen, biochemical, absorbance, HTS; Methionine sulfoxide reductase A (Bos taurus); purified bovine MsrA, absorbance read-out; inhibition, % at 15.5 µM; 360,000 tested, 0.75% active; AID 651718, 2012; in the data active = inhibition above about 4.5%;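 note: 0% = vehicle wells with enzyme and 100% = reference inhibitor wells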
MT1-MMP act inh = blockers of MT1-MMP proenzyme processing, primary screen, HT1080 RFP-PRO-GFP cells, GFP/RFP fluorescence | Matrix metalloproteinase-14 (Homo sapiens), P50281 | GFP/RFP ratio change, % at 20 µM | 360,000 tested, 0.061% active | GFP/RFP ratio fluorescence, overnight; percent of plate control window, DMSO zero | AID 651647, 2012;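 active = GFP/RFP ratio change of at least 30% with cell ATP level not reduced by more than half and red fluorescence within 50% of control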; note: strong numbers were not always called active
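Assay system: HT1080 RFP-PRO-GFP cells. Benchmarks: DMSO vehicle wells and RFP-L50D-GFP reporter cell wells. Times: overnight cell settling, then overnight compound exposure, 37 °C, 5% CO2. Compound: 20 µM single dose, 1% DMSO. Read-out basis: GFP/RFP fluorescence ratio.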
bovine MsrA act = bovine MsrA enzyme activators, primary screen, biochemical, absorbance, HTS; activation, % at 10.6 µM; AID 602163, 2012; Methionine sulfoxide reductase A (Bos taurus); 360,000 tested, 0.3% active; purified bovine MsrA, absorbance read-out; in the data active = activation above about 7.5%;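 note: 0% = vehicle and 100% = reference activator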
Rin1 Abl inh = inhibitors of Rin1-Abl protein binding, primary screen, biochemical, TR-FRET. Tyrosine-protein kinase ABL1 (Homo sapiens) + Ras and Rab interactor 1 (Homo sapiens), …. inhibition, % at 7.35 µM. 360,000 tested, 0.4% active; in the data active = inhibition above about 5%, passing the limit was not always enough
Rpn11 block = Rpn11 (PSMD14) deubiquitinase inhibitors, primary screen, biochemical, fluorescence polarization, uHTS; calls only at 20 µM; human 26S proteasome, Ub4-pepOG fluorescence polarization; 20S core pre-blocked with epoxomicin; 26S proteasome non-ATPase regulatory subunit 14 (Homo sapiens), O00487; 360,000 tested, 0.59% active;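 active = inhibition at 20 µM, scaled to each plate's controls, above about 33%, limit read from the data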
FAS-TE inh = FAS thioesterase domain inhibitors, primary screen, biochemical, fluorescence intensity, uHTS | Fatty acid synthase (Homo sapiens), P49327 | recombinant FAS-TE, OMFH fluorogenic substrate, fluorescence endpoint | inhibition, % at 15 µM | 360,000 tested, 0.67% active;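 active = compounds whose normalised, plate-corrected inhibition of enzyme fluorescence in the single-dose primary screen is 50% or more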;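 note: 0% = DMSO with enzyme and 100% = substrate without enzyme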
Active calls of the source: *; i = inactive; . = no result given.

SMILES | CSN deneddyl inh | MLLE-PAM2 inh | E coli Lon inh | MsrA inhibitor | MT1-MMP act inh | bovine MsrA act | Rin1 Abl inh | Rpn11 block | FAS-TE inh
Cc1ccc(S(=O)(=O)N2C[C@]3(O)C[C@@H]4C(=O)N(c5ccccc5)C(=O)[C@@H]4C[C@]3(OC(=O)NCc3ccco3)C2)cc1 | 3.7 | 6.3 | -10.1 | 0.3 | 2.8 | -1.7 | 0.4 | i | 1.9
N=c1n(CC(=O)c2ccc([N+](=O)[O-])cc2)c2ccccc2n1Cc1ccc(Cl)cc1 | 12.4 | -100.5 | 5.5 | 0.8 | -83.9 | -0.7 | 4.9 | . | 8.8
O=C(NC(=O)c1c(Cl)cccc1Cl)Nc1ccc(Oc2cccnc2)nc1 | 1.5 | 7.4 | -15.3 | 0.7 | 4.7 | -6.8 | 1.5 | i | 0.2
Cc1nnc(SCC(=O)NCC2CCCO2)n1-c1ccccc1 (stereo not given) | 8.2 | 9.0 | -8.1 | 1.7 | 1.0 | -1.5 | 0.6 | i | -7.2
COc1cccc(C(C(=O)NC(C)(C)C)N(C(=O)CCC(=O)Nc2cc(C)on2)c2ccc3c(c2)OCCO3)c1OC (stereo not given) | -2.1 | -13.2 | -5.9 | 2.7 | -1.5 | -1.0 | 0.1 | i | -2.4
COc1ccc(Nc2ccccc2NC(=O)c2ccccc2Br)cc1 | 3.1 | -5.2 | -16.9 | 0.7 | 2.4 | -3.6 | 2.9 | i | 11.5
CCCCCC1CCC(c2n[nH]c(=S)n2C)CC1 (stereo not given) | -3.6 | -79.9 | 2.6 | -0.4 | -3.0 | -1.4 | -1.0 | i | 1.9
COc1ccc2[nH]c(=O)c(CN(CCO)S(=O)(=O)c3c(C)ccc4nsnc34)cc2c1 | 1.6 | 4.3 | 2.0 | 3.4 | 0.9 | -3.5 | 0.6 | i | -9.4
COC(=O)c1cc(S(=O)(=O)NCC2CCN(CCc3cccs3)CC2)c[nH]1 | 0.6 | -13.3 | -1.2 | -1.9 | -1.6 | -4.4 | 2.2 | i | -4.0
COc1ccc(N)c2c1C(=O)c1ccccc1C2=O | 2.8 | 9.7 | 4.0 | 0.3 | 67.2 | -6.3 | -20.9 | i | -6.4
Cc1ccc(C(=O)Nc2nnc(CC(=O)N/N=C/c3ccc(O)c(O)c3)s2)cc1 | 45.8 | -29.6 | -8.6 | 1.0 | -6.1 | -1.9 | 2.9 | . | -2.9
COc1ccc(-c2csc(N3CCN(c4cc5c(cc4Cl)nc(-c4ccncc4)n5CCOCCO)CC3)n2)cc1 | -3.5 | -2.8 | -33.1 | 0.7 | 3.5 | -2.5 | 1.3 | i | 1.6
NC(=O)C1CCN(C(=O)c2ccc(Oc3cc(Cl)cc(Cl)c3)o2)CC1 | -5.5 | 1.0 | 2.0 | -0.1 | 0.3 | -5.5 | -2.3 | i | -3.9
CC(=O)Nc1cc(-c2ccc(N(C)C)cc2)cn2c(-c3ccc(F)c(Cl)c3)cnc12 | 30.8 | -118.0 | -134.0 | -0.3 | -65.7 | -4.3 | 7.4 | . | -10.1
CCc1ccc2[nH]c(=O)c(CN(CCN(C)C)C(=S)NCc3ccco3)cc2c1 | -17.4 | -23.1 | -2.0 | -0.5 | -9.6 | -4.0 | 1.2 | i | -1.8
COC(=O)c1c(NC(=O)c2ccccc2)sc(Cc2ccccc2)c1C | 1.2 | 3.2 | -2.4 | -1.4 | -9.1 | -4.2 | 2.4 | i | 24.1
COc1ccc(NC(=O)c2cc(C3CC3)nc3c2cnn3C(C)C)cc1OC | 2.4 | -17.2 | 7.1 | 0.1 | 3.4 | -13.2 | 5.5 | i | 7.7
O=C(NCCc1cn2ccccc2n1)c1cc(COc2ccc3ncccc3c2)on1 | 0.3 | -0.3 | -2.9 | -0.1 | -8.6 | -3.3 | -0.3 | i | -3.2
O=C(CSc1ccccc1)Nc1ccc(N2CCOCC2)c(F)c1 | 0.0 | -10.2 | 2.0 | 0.1 | -3.1 | -3.0 | -3.3 | i | 0.3
C=CCn1c(COc2ccccc2F)nnc1SCC(=O)NC(=O)NCc1ccco1 | -1.9 | -74.0 | -5.0 | 0.3 | -1.3 | -9.7 | 2.5 | i | -29.4
Cn1c(/C(C#N)=C/c2cccc(O)c2)nc2ccccc21 | 2.0 | -0.3 | -2.3 | 3.8 | -4.1 | -10.7 | -4.2 | i | -0.7
NS(=O)(=O)c1ccc(NC(=S)NNC(=O)c2cccs2)cc1 | -11.1 | -5.1 | -2.8 | 1.7 | 1.2 | 1.2 | 2.0 | i | -6.9
COc1ccccc1CNC(=O)Cn1c(=O)oc2cc(S(=O)(=O)N3CCCC3)ccc21 | 5.0 | -2.4 | -5.6 | 0.8 | 2.5 | -1.4 | -1.2 | i | -6.3
CCCCNC(=O)CSc1nnc(-c2ccc(S(=O)(=O)N3CCCC3)cc2)n1C | -6.4 | -9.4 | -0.2 | -0.2 | -4.5 | -7.8 | -2.7 | i | -3.5
COc1ccc(C(=O)COC(=O)[C@H](C)NS(=O)(=O)c2ccc(NC(C)=O)cc2)cc1OC | -1.9 | 5.8 | -5.6 | 0.1 | 5.1 | -0.5 | -0.4 | i | -6.4
O=C(CN1C(=O)S/C(=C\c2ccccn2)C1=O)Nc1ccccc1 | -2.1 | 8.5 | -2.0 | 0.4 | 0.0 | -1.4 | 2.7 | i | 1.3
O=C1[C@H]2[C@H](ON3CCCC[C@H]23)C(=O)N1c1cccc(C(F)(F)F)c1 | -6.1 | -9.9 | -5.9 | 0.0 | 1.5 | -0.7 | 0.7 | i | -5.4
COc1ccc([C@H]2CC(=O)C=C(c3cc(F)ccc3OC)C2)cc1 | 1.0 | 0.8 | -3.5 | -0.7 | 1.1 | -1.3 | -0.2 | i | 21.5
Cc1nn(C(C)C(=O)O)c(C)c1[N+](=O)[O-] (stereo not given) | 6.8 | 3.9 | -3.7 | 0.6 | -0.4 | -1.5 | -2.4 | i | -5.7
Cc1ccc([C@H]2C(C(=O)O)=CC[C@@H](c3ccc(C)cc3)N2S(=O)(=O)c2ccc(C)cc2)cc1 | 0.8 | 0.6 | -0.7 | 0.9 | -4.9 | -6.6 | -2.5 | i | -2.5
O=C(NCc1cccc(CNC(=O)Nc2cccc(O)c2)c1)Nc1cccc(O)c1 | 0.9 | -0.4 | -2.7 | -1.3 | -3.2 | -7.8 | 1.5 | i | -3.3
O=C(C[C@H]1C[C@H](C(=O)N2CCCCC2)[C@@]2(CCc3ccccc3)c3[nH]c4ccc(Cl)cc4c3CCN2C1=O)NCCc1ccccn1 | 1.7 | -9.1 | -3.5 | . | -29.9 | 0.2 | 2.1 | i | 38.5
COCCCN(CCCN)Cc1ccco1 | -2.2 | -11.6 | -4.1 | 0.3 | -4.0 | -1.3 | -1.0 | i | -7.5
CC(C)C(=O)N1CCN(c2ccc(NC(=S)NC(=O)c3cc4ccccc4o3)cc2)CC1 | 2.6 | 26.7 | 7.0 | -0.1 | 3.3 | -7.9 | 3.3 | i | 7.3
O=C1NC[C@H](CCCCN2C[C@H](Cc3ccccc3)N(CCC3CCCCC3)C(=O)C2=O)N(CC2CCCCC2)C1=O | -2.0 | . | -2.6 | -0.4 | -0.1 | 0.1 | . | . | 18.5
O=C(c1cc(COc2c(F)cccc2F)on1)N1C[C@H]2CC[C@H]1C2 | 2.7 | 5.5 | -5.1 | 0.1 | -0.4 | -0.3 | -3.5 | i | -10.8
CC1(NC(=O)Nc2cccc(Br)c2)CCS(=O)(=O)C1 (stereo not given) | 3.8 | -2.5 | -2.7 | -0.8 | 2.4 | -2.6 | 2.4 | i | -4.9
N#CC(c1ccccn1)c1ncc(C(F)(F)F)cc1Cl (stereo not given) | -2.2 | 15.1 | -9.1 | 2.6 | 2.1 | -11.6 | 5.7 | i | -2.9
Cc1ccn2c(=O)nc(SCC(=O)N3CCCc4ccccc43)nc2c1 | 4.0 | 0.0 | -6.5 | 2.0 | -3.0 | -4.1 | -3.5 | i | -0.8
Cn1ccc(C(=O)NC(=S)N2CCSCC2)n1 | -0.9 | 20.4 | 4.9 | 0.3 | -1.6 | -3.0 | -2.7 | i | -6.4
COc1ccc(C(=O)c2oc3ccc(OC)cc3c2NC(C)=O)cc1 | -4.1 | 12.7 | 4.4 | 1.1 | -1.4 | -2.6 | -4.9 | i | 0.1
COC(=O)c1ccc(C(=O)OC)c(NC(=O)COC(=O)C2CC2C)c1 (stereo not given) | 4.5 | -7.3 | 0.7 | -0.3 | 2.9 | -0.7 | -0.8 | i | 7.4
O=C(N/N=C(/CC(=O)c1cccs1)C(F)(F)F)c1ccc(O)cc1 | -4.4 | 4.3 | 6.5 | 0.8 | 9.0 | -3.0 | 1.2 | i | -3.7
COc1ccc2c3c([nH]c2c1)C1(NCC3)C(=O)Nc2ccccc21 (stereo not given) | 0.8 | -6.4 | -2.8 | -0.3 | 0.6 | -3.6 | -0.6 | i | -5.2
CCC(CC)NC(=O)CN(c1ccccc1OC)S(=O)(=O)c1cccs1 | -0.1 | 3.2 | 6.9 | -1.2 | 3.0 | -0.3 | -1.8 | i | 0.0
Cc1nn(C(C)C(=O)NC2CC2)c(=O)c2nn(-c3ccccc3)c(C)c12 (stereo not given) | 0.5 | -3.1 | 5.8 | -0.5 | -2.7 | -10.6 | -0.8 | i | -6.4
CCCn1cc(S(=O)(=O)c2ccc(Cl)cc2)c(=O)c2cc(OC)ccc21 | 1.8 | -7.5 | -9.5 | 1.1 | -1.3 | -4.5 | -1.8 | i | 18.9
COc1ccc(C2=NO[C@@H]3C(=O)N(C4CCCCC4)C(=O)[C@H]23)cc1OC | 3.7 | -2.0 | -1.8 | -0.9 | 3.0 | -2.8 | 0.1 | i | 8.8
O=C(Nc1ccccc1)N1CCCN(c2nccc(C(F)(F)F)n2)CC1 | -5.0 | -2.6 | -4.3 | -0.3 | 2.0 | -1.8 | 1.4 | i | -5.1
Cn1c(C(=O)NC2CC2)cc2c(=O)n(C)c3ccccc3c21 | 0.5 | 3.8 | 4.7 | 0.3 | 16.8 | -8.3 | 1.0 | i | -3.1
